# Tb PFK inh: qHTS Assay to Find Inhibitors of T. brucei phosphofructokinase; ATP-dependent 6-phosphofructokinase (Trypanosoma brucei brucei), O15648; Potency, µM (top dose mostly 57.5 µM), inactives show at the top dose activity, negative = inhibition, actives largely listed as inhibitors; hit rate 0.17% among 330,000; AID 485367, 2010; T. brucei PFK, ADP-Glo luminescence;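 note: potency is the fitted concentration of half-maximal effect; 0% = uninhibited 1x PFK enzyme wells and -100% = no-enzyme wells; nearly all actives have a fitted effect of over 60% in size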
# Target sequence (O15648 whole entry, looked up): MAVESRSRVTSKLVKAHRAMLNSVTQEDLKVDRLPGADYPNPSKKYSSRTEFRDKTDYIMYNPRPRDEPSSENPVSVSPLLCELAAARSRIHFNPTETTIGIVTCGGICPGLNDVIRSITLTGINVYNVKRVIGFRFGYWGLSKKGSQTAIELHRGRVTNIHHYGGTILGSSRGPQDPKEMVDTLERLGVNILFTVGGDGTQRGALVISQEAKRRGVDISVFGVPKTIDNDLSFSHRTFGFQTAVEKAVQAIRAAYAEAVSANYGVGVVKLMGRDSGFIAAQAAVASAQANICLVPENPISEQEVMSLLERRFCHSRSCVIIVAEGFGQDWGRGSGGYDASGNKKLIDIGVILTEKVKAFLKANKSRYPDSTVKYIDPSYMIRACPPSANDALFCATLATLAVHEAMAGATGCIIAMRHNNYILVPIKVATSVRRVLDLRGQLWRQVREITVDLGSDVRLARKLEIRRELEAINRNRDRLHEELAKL
#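 1.25 nM PFK with 0.5 mM F6P and 0.1 mM ATP in 0.1 M TEA pH 8.0, 5 mM MgCl2, incubated 45 min at room temperature; ADP measured by ADP-Glo luminescence; compounds titrated up to 57 uM.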
# uPA generation: qHTS for Inhibitors of Cell Surface uPA Generation; cell surface uPA generation assay, qHTS; Potency, µM (doses to about 38.3 µM), inactives show at the highest dose activity change, negative = inhibition, usual class: inhibitors; hit rate 0.31% among 330,000; active = well fitted inhibition curve with a large enough effect; inconclusive = small, poorly fitted or top-dose-only effect; inactive = no such curve, though single readings can be large or run the other way; tested in mouse RAW 264.7 cells; note: potency is the fitted concentration of half-maximal effect; % is set by controls: 0 for no effect and ±100 for the full control effect; nearly all actives have a fitted effect of over 55% in size
# NPC1 prom act: qHTS Assay for NPC1 Promoter Activators; Huh7 NPC1 promoter luciferase reporter, 24 h; Potency, µM (doses to about 9.22 µM), without a hit: top-dose activation, most hits filed as activators; hit rate 2.4% among 320,000;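 note: potency is the fitted concentration of half-maximal effect; % of control where 0% means no effect; nearly all actives have a fitted effect of over 60% in size; reporter is driven by a mutant NPC1 promoter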
#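 In 1536-well qHTS, Huh7 cells harboring an NPC1 promoter–luciferase construct received compound for 24 h; activation was quantified by luminescence following luciferase reagent addition.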
# FBPA coupling cs: qHTS Assay for Inhibitors of Fructose-1,6-bisphosphate Aldolase from Giardia Lamblia: Coupling assay counterscreen | activity change, negative = inhibition, % at 58.2 µM, hits read low | hit rate 0.67% among 290,000 | coupling enzyme system counterscreen, AmpLite Red fluorescence | AID 2472, 2010; in the data active = activity change below about -30%; note: % is set by controls: 0 for no effect and ±100 for the full control effect
#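 Compounds tested against the coupling enzymes alone at 57.5 uM final; readout was AmpLite Red fluorescence (525/598 nm) after 20 min at RT.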
# VP16 counter: VP16 counterscreen qHTS for inhibitors of ROR gamma transcriptional activity | Drosophila S2 Gal4-VP16 UAS-luciferase, luminescence, 20 h | Potency, µM (top dose mostly 53.6 µM), without a hit: at the top dose activity, negative = inhibition, actives largely listed as inhibitors | hit rate 3.5% among 310,000 | AID 2546, 2010;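 note: Gal4-VP16 expression switched on by copper sulfate through the metallothionein promoter; potency is the fitted concentration of half-maximal effect; % is set by controls: 0 for no effect and ±100 for the full control effect; nearly all actives have a fitted effect of over 50% in size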
# RORgamma inh: qHTS for inhibitors of ROR gamma transcriptional activity; AID 2551, 2010; Potency, µM (top dose mostly 53.6 µM), for inactives: top-dose activity change, negative = inhibition, most hits filed as inhibitors; hit rate 5.4% among 310,000; Nuclear receptor ROR-gamma (Mus musculus), P51450; Drosophila S2 Gal4-RORgamma UAS-luciferase reporter, 20 h; note: potency is the fitted concentration of half-maximal effect; % is set by controls: 0 for no effect and ±100 for the full control effect; nearly all actives have a fitted effect of over 60% in size
#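 Compounds are pin-transferred onto Drosophila Schneider cells expressing a copper-inducible Gal4–ROR gamma transactivation domain fusion. After 1 hr, copper sulfate is added to 700 uM final; luciferase is read 20 hr later.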
# Rab9 promoter act: qHTS Assay for Rab9 Promoter Activators. hit rate 2.8% among 320,000. Potency, µM (highest dose often 9.22 µM), for inactives: at the highest dose activation, negative = inhibition, most hits filed as activators. Huh7 Rab9 promoter-luciferase reporter, luminescence, 24 h; note: potency is the fitted concentration of half-maximal effect; % of control where 0% means no effect; nearly all actives have a fitted effect of over 60% in size
#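 Cells were plated at 1500 per well in reduced-serum medium with 10% FBS and left 2 h. Compound in DMSO was then added for 24 h at 37 °C. Reporter signal was read by luminescence after 10 min with luciferase detection reagent.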
# KCNH2 3.1 inh: qHTS for Inhibitors of KCHN2 3.1: Mutant qHTS | AID 720553, 2013 | activity change, % (tested at about 1.8 µM) | Potassium voltage-gated channel subfamily H member 2, brain isoform KCNH2 3.1 (human) | hit rate 0.95% among 340,000 | U2OS KCNH2 3.1, thallium flux FluxOr; active compounds read low;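 active = maximum activity change below -70%; inconclusive = maximum activity change from -70% to -50%; inactive = maximum activity change above -50%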;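 note: thallium influx rate constant from kinetic fluorescence after stimulation buffer; % is set by controls: 0 for no effect and ±100 for the full control effect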
#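 Thallium flux read-out: FluxOr dye with Red40 quencher in HBSS/HEPES, 45 min at RT. Rate constants from kinetic reads were normalized to positive and negative DMSO controls. Cells: U2OS virally expressing the 3.1 isoform.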
# FLuc modulator: qHTS profiling assay for firefly luciferase inhibitor/activator using purifed enzyme and Km concentrations of substrates (counterscreen for miR-21 project); Potency, µM (titrated, usually from 57.5 µM), inactives show at the top dose activity change, negative = inhibition, most hits filed as inhibitors; Luciferin 4-monooxygenase (Photinus pyralis), P08659; hit rate 6.9% among 360,000; purified FLuc, Km substrates, luminescence inhibition; AID 588342, 2011;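 note: potency is the fitted concentration of half-maximal effect; plate controls were vehicle for no effect and reference inhibitor for full effect; nearly all actives have a fitted effect of over 55% in size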
# Target sequence (P08659 whole entry, looked up): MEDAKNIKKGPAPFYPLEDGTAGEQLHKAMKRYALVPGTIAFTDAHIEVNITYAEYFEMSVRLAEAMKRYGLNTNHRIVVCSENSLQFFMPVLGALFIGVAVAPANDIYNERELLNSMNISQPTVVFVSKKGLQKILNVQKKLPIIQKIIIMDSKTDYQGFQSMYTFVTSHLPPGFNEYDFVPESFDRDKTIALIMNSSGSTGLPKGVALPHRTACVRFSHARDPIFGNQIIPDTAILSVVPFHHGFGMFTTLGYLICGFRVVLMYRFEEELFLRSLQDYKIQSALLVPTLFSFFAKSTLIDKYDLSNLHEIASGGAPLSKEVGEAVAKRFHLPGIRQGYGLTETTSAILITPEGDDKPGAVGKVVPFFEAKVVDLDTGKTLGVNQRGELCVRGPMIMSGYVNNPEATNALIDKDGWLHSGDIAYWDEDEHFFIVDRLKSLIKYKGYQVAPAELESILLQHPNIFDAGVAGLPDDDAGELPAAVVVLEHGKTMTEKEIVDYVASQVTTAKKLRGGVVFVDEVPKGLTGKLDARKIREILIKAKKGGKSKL
#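 Purified P. pyralis luciferase, 10 nM final, with Km-level 10 uM D-luciferin and 10 uM ATP in 50 mM Tris acetate pH 7.5, 10 mM Mg acetate, 0.01% Tween-20, 0.05% BSA; 6-point qHTS titration about 60 µM downward; luminescence read.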
# ELG1 genotox: qHTS screen for small molecules that induce genotoxicity in human embryonic kidney (HEK293T) cells expressing luciferase-tagged ELG1; HEK293T ELG1-luciferase reporter, luminescence, 16 h; AID 504466, 2011; hit rate 1.3% among 330,000; Potency, µM (titrated, usually from 46 µM), for inactives: at the highest dose activity change, positive = activation, hits mostly activators; note: potency is the fitted concentration of half-maximal effect; % of control where 0% means no effect; nearly all actives have a fitted effect of over 60% in size
#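 Genotoxic stress is detected as increased luminescence from luciferase-tagged ELG1 in HEK293T cells, measured with ONE-Glo after a 16 hr treatment at 37 °C.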
# Giardia kill: Small Molecules that selectively kill Giardia lamblia: qHTS. activity change, % at 7.66 µM, hits read low. hit rate 0.15% among 340,000. Giardia lamblia trophozoite viability; in the data active = activity change below about -80%; inconclusive = between about -30% and that limit;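 note: parasites exposed to compound for two days anaerobically before the ATP read; % is set by controls: 0 for no effect and ±100 for the full control effect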
#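 Media and compound were dispensed first, then trophozoites at 100 cells/well; plates sat 48 hrs at 37 deg C without oxygen before ATP luminescence reagent was added and read after 15-30 min at room temperature.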
# An asterisk follows results filed as active; ? = inconclusive; / = no result given; & = joins results of further samples; [ ] = remark or other dose. Unless noted, calls come from the whole dose curve; as a rule, active = well fitted curve in the direction sought with a large enough effect; inconclusive = small, poorly fitted or top-dose-only effect, or another doubt; inactive = no such curve, though single readings can be large; an effect the other way counts as inactive or inconclusive.
SMILES,Tb PFK inh,uPA generation,NPC1 prom act,FBPA coupling cs,VP16 counter,RORgamma inh,Rab9 promoter act,KCNH2 3.1 inh,FLuc modulator,ELG1 genotox,Giardia kill
CCOC(=O)Cn1c(=O)c2c(nc(Br)n2Cc2ccccc2)n(C)c1=O,-5%,/,5%,-1,3%,14%,8%,/,-1%,-3%,/
CCC1CCCCN1C(=O)CSc1nnc(CNC(=O)COc2ccc(Cl)cc2)o1 (stereo unspecified),1%,1%,7%,5,-11%,?,5%,-10,4%,1%,-11
N#Cc1ccc(NC(=O)c2sc3cc(C(F)(F)F)cnc3c2-c2cccs2)cc1,-2%,1%,0%,0,-16%,-14%,-4%,-23,0%,2%,45[activator]
N#Cc1c(NC(=O)c2ccccc2)sc2c1CCCCC2,-3%,-2%,0.79µM*,-4,?,?,0.56µM*,-2,?,?,-1
CN1C(=O)/C(=C/c2ccc(O)c([N+](=O)[O-])c2)N(C)C1=S,-6%,8%,0%,10,1%,-11%,-4%,19,-19%,?,-91*
O=[N+]([O-])c1ccc(Nc2ccc3ccccc3c2)nc1,-3%,12%,24%,-1,-10%,?,?,5,-18%,16%,-4
Cc1cc(-n2c(C)cc(C(=O)CSc3ncnc4ccccc34)c2C)no1,-1%,-9%,-26%,-11,5µM*,?,-18%,-7,-1%,-6%,1
COc1cc(NC(=O)N[C@H](C(=O)O)C(C)C)cc(OC)c1,4%,/,-1%,-4,0%,13%,3%,23,13%,-2%,-10
CCOc1ccc(CC(=NCCO)C2=C(O)CC(C)(C)CC2=O)cc1OCC,0%,6%,1%,1,7%,1%,0%,7,3%,0%,-1
CC(=O)c1ccc(N2CCN(S(=O)(=O)c3ccc(-c4cc(C)no4)s3)CC2)cc1,-2%,-2%,-4%,3,1%,6%,0%,-19,2%&0%,3%,-6
COC(=O)c1c([N+](=O)[O-])c(OC)c(OC)c(OC)c1[N+](=O)[O-],-3%,2%,-7%,7,11%,-9%,2%,3,1%,-7%,-3
CCOCCCNC(=O)/C(C#N)=C/c1ccc(Cl)c([N+](=O)[O-])c1,?,3%,-35%[inhibitor],1,?,13µM*,-25%,-3,2%,-16%,27
O=C(NCC(c1ccco1)N1CCCCC1)c1cnc(Cl)c(Cl)c1 (stereo unspecified),0%,8%,/,/,/,/,/,5,/,-1%,-22
Nc1nc(-c2nonc2N)no1,2%,1%,0%,2,3%,-2%,-5%,?,-2%,0%,-29
CC(C)(O)C#Cc1ccc(C(=O)N2CCN(c3ccc(Cl)cc3)CC2)cc1,-5%,1%,0%,3,3%,1%,0%,0,?,11%,7
O=C(CCCn1c(=S)[nH]c2cc3c(cc2c1=O)OCO3)N1CCc2ccccc2C1,-1%,6%,4%,0,?,13µM*,-6%,-3,-3%,-6%,-21
COc1ccc(OCC(=O)Nc2ccccc2N2CCCCC2)cc1,-2%,-17%,-25%,/,-7%,?,-18%,?,4%,-12%,-1
Cc1ccsc1C(=O)OCC(=O)NCCC1=CCCCC1,0%,9%,22%,1,-11%,-6%,22%,-17,12µM*,?,-9
COc1ccc(C(=O)NC2CC3CCCC(C2)N3Cc2ccccc2)c(OC)c1 (stereo unspecified),0%,-8%,2%,0,-10%,-1%,0%,-2,0%,0%,-2
COc1ccc(NS(=O)(=O)c2cccc(C(=O)N3CCN(Cc4ccc5c(c4)OCO5)CC3)c2)cc1,-5%,-10%,-5%,/,/,/,-10%,-6,-1%,-10%,-4
Cn1c(=O)c2c(nc(SCCN3CCOCC3)n2Cc2cccc3ccccc23)n(C)c1=O,5%,/,-4%,-3,2%,-14%,-1%,17,0%,-1%,3
C=CCn1c(=NC(=O)CN2C(=O)CCC2=O)sc2cccc(OC)c21,0%,0%,-4%,-7,-2%,-7%,-3%,0,4%,-10%,4
CN1CCN(C(=O)c2cc(S(=O)(=O)Nc3ccccc3F)c(Cl)cc2Cl)CC1,-3%,-5%,2%,3,-5%,-8%,-9%,1,1%,0%,-3
C=CCOc1ccccc1/C=C/C(=O)O,-1%,-2%,0%,1,-4%,9%,2%,-5,-1%,-1%,-12
O=c1[nH]c(=S)[nH]cc1S(=O)(=O)c1cccc(Cl)c1,-6%,5%,0%,15,-6%,26%,4%,-19,-1%,-3%,-8
Cc1ccccc1N1C(=O)c2ccccc2N2C(=O)c3ccccc3C12 (stereo unspecified),4%,-3%,-3%,3,-1%,0%,-2%,-1,-1%,-7%,5
O=C(CSc1ncccc1C(=O)O)Nc1ccc2c(c1)OCCO2,4%,0%,7%,2,-27%,33%,0%,1,11µM*,0%,15
CN1CCN(CCCCOc2ccccc2-c2ccccc2)CC1,-26%,-2%,-1%,-4,-4%,2%,-7%,/,0%,-1%,-1
Cc1ccc(OCC(=O)N/N=C/C=C/c2ccco2)cc1C,0%,-8%,0%,-4,?,-10%,2%,-3,?,2%,-4
COc1ccccc1CNC(=O)C(CCSC)NC(=O)c1cccc(S(=O)(=O)N2CCOCC2)c1 (stereo unspecified),3%,-6%,/,/,/,/,/,0,/,-1%,-24
CC(C)Cn1cnc2c(N)nc3ccccc3c21,-5%,60%[activator],27%,4,-3%&-6%,-9%&-3%,-10%,-10,0%,0%,1
O=C(CSc1nc2cc([N+](=O)[O-])ccc2n1-c1ccccc1)NCc1ccc2c(c1)OCO2,-26%,5%,1%,5,-42%,32%,5%,-24,1%,14%,8
CCCCCSc1nc2c(c(=O)[nH]c(=O)n2C)n1C,2%,-1%,0%,1,0%,-16%,-5%,4,-1%,4%,-5
CCc1ccccc1NC(=S)NNC(=O)c1ccccc1Cl,2%,3%,19%,1,-16%,?,20%,-10,-17%,-1%,-1
COC(CNC(=O)C1CCN(S(=O)(=O)c2cccc3nsnc23)CC1)OC,-1%,6%,3%,/,-1%,-6%,-4%,8,3%,1%,0
O=C(CSc1nnc(NC(=O)c2ccc(F)cc2)s1)NC1CCCC1,0%,-10%,?,0,-16%,-34%,3.5µM*,18,2.4µM*,?,?
COC(=O)Cc1c[nH]c2cccc(OCC(O)CN(Cc3ccccc3)C(C)C)c12 (stereo unspecified),0%,7%,-1%,-6,-10%,8%,-3%,-8,-2%,-9%,7
CN(CC(=O)Nc1ccc(Cl)c(C(F)(F)F)c1)C(=O)CNC(=O)C1CCCCC1,0%,3%,-6%,/,/,/,-4%,46,-1%,2%,-24
CCc1ccc(NC(=O)CN(c2ccc(OC)cc2)S(=O)(=O)c2c(C)[nH]c(=O)[nH]c2=O)cc1,0%,6%,-4%,-1,-2%,11%,0%,-9,2%&-20%,0%,?
O=C(CSc1nnc(NC(=O)C2CC(=O)N(c3ccccc3)C2)s1)NCc1ccco1 (stereo unspecified),-7%,0%,-1%,0,3%,-2%,5%,-3,1%,5%,13
Cc1cc(Cl)c(OCCCSc2nc(C)cc(=O)[nH]2)c(Br)c1,3%,/,-4%,7,-20%,10%,1%,-7,-14%,1%,-21
CC1=C(c2ccc(Cl)cc2)[N+](=O)C(C)(C)N1[O-],0%,11%,-1%,3,12%,-4%,-7%,9,2%,0%,10
COCCOC(=O)C1=C(C)NC(C)=C(C(=O)OC/C=C/c2ccccc2)C1c1cccc([N+](=O)[O-])c1 (stereo unspecified),/,/,-23%[46.1 µM],-11,?,?,-15%[46.1 µM],/,/,/,/
CC(C)C(OC(=O)CN1C(=O)COc2ccccc21)C(=O)NC1CCCC1 (stereo unspecified),0%,/,1%,2,2%,-1%,4%,7,3%,0%,-9
O=C(CSc1nc2[nH]c(=O)cc(O)c2s1)Nc1ccc(Cl)c(C(F)(F)F)c1,-5%,8%,-4%,/,/,/,3%,-2,?,-1%,14
COCC(=O)Nc1cc(OC)c(Cl)cc1OC,-6%,0%,2%,-3,1%,-8%,-8%,-13,3%,0%,3
Cc1ccc(C(c2sc3nc(C)nn3c2O)N2CCOCC2)cc1 (stereo unspecified),0%,-1%,-3%,0,6%,-22%,-7%,4,-1%,1%,21
CCC(=O)NC(NC(=S)Nc1cccc2cccnc12)C(Cl)(Cl)Cl (stereo unspecified),-3%,2%,-1%,-8,5%,-9%[10 µM],0%,-9,-15%,-7%,-14

# Screening data (PubChem BioAssay)
